Screening results (PubChem)
TNAP inh no acc – TNAP (human) inhibition, acceptor-free conditions; 0.26% of 200,000 active; AID 1012; purified TNAP, CDP-star luminescence, 30 min; P05186; inhibition, % at 20 µM;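 active = tissue-nonspecific alkaline phosphatase inhibition above about 50% at 20 µM in the single-dose screen, limit read from the data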;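 also: 0% = DMSO negative control and 100% = EDTA positive control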
Target sequence (P05186 whole entry, looked up): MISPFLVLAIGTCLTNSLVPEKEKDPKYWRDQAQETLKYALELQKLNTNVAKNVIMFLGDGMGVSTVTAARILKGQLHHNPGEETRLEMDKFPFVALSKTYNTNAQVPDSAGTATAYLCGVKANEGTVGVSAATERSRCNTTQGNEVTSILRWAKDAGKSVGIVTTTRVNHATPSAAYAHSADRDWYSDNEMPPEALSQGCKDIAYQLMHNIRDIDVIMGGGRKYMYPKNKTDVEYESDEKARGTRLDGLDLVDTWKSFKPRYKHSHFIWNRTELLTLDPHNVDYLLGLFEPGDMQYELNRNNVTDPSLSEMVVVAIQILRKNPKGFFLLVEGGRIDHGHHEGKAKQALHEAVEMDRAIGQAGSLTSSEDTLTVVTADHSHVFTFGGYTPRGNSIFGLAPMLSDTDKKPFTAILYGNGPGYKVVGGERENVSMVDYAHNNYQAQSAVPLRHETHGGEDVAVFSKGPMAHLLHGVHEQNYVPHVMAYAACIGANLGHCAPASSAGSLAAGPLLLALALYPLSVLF
APP 5UTR inh – APP translation inhibition; SH-SY5Y APP 5'UTR-luciferase reporter, luminescence; inhibition, % at 2 µM; 0.82% of 190,000 active; AID 1285;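 active = inhibition above a set limit, derived from the sample mean plus 3 SD, cut at about 45% in these data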; also: values of inactives mirror those of a sister screen read the other way
TNAP inh hi DEA – inhibitors of human TNAP at high phosphate acceptor concentration | P05186 | purified TNAP, CDP-star luminescence, 1 M DEA | inhibition, % at 20 µM | 0.03% of 200,000 active;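 active = over 50% inhibition of tissue-nonspecific alkaline phosphatase at 20 µM in the single-dose screen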;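 also: plate controls were DMSO wells for no effect and EDTA-quenched wells as full inhibition for full effect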
RAM inhibit – blocks the yeast RAM network. S. cerevisiae dse1pr::URA3 reporter, 5-FOA growth OD615, 2 d; analog-sensitive cbk1-as2 kinase mutant strain. inhibition, % at 50 µM. 1.8% of 190,000 active. AID 868;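 active = inhibition above a set limit, 3 SD over mean compound inhibition, cut at about 8.4% in these data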;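 also: 0% = DMSO-only wells with no growth and 100% = 10 µM 1-NA-PP1 full growth; inhibition rescues growth on 5-FOA so higher OD means more RAM inhibition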
bIAP activator – increases bovine intestinal alkaline phosphatase activity. 0.17% of 200,000 active. purified bovine IAP, CDP-star luminescence, 30 min; hits give high values; fold of DMSO-control signal, blank-subtracted. activation factor at 20 µM;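 active = activation factor of 2 or more at 20 µM, a signal rise over negative controls twice the positive control's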
L major viab – inhibitors of Leishmania major promastigote growth; Leishmania major promastigotes, resazurin fluorescence viability; inhibition, % at 10 µM; 9% of 200,000 active; AID 1063; in the data active = inhibition above about 50%;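 also: promastigotes grown with compound for 44 hours at 28 °C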
FLuc stim CS – affects firefly luciferase, flagging false hits in luciferase stimulation screens; activation factor at 10 µM; 200,000 tested, under 10 active; P08659; AID 1027; ATPlite luciferase biochemical, luminescence, 10 min; 0 = ATP-free wells, 1 = DMSO control;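 active = luciferase activation factor, scaled between plate controls, of at least 2 with compound at 10 µM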
Target sequence (P08659 whole entry, looked up): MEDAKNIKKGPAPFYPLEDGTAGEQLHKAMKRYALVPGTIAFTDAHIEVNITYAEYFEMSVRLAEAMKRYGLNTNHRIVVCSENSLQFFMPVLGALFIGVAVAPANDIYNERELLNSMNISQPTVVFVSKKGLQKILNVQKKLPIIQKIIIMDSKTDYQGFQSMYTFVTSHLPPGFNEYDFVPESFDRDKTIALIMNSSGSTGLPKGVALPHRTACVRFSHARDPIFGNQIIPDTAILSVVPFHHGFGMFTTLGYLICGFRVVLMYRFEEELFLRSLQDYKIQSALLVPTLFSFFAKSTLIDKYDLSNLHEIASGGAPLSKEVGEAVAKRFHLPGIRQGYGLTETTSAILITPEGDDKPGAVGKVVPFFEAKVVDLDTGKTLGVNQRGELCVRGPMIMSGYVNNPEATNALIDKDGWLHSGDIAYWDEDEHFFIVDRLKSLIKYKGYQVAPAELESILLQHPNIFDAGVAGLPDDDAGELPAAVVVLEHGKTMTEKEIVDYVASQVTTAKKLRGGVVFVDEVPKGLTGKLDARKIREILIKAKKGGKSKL
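test system = cell-free luciferase reagent | medium = PBS as buffer for the ATP substrate | dosing = test compounds dosed from 2 mM stocks in 100% DMSO | incubation = 10 min at ambient temperature | detection = luminescence measurement of luciferase light output | benchmarks = low control with PBS replacing ATP, high control enzyme plus ATP without compound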
bIAP inhibitor – blocks bovine intestinal alkaline phosphatase activity | purified bovine IAP, CDP-star luminescence, 30 min | inhibition, % at 20 µM | 190,000 tested, under 10 active;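 active = over 50% inhibition of intestinal alkaline phosphatase at 20 µM in the single-dose screen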
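System: purified bovine intestinal alkaline phosphatase (IAP) enzyme; Input: IAP diluted 1/65,000,000 in the well; Measured by: CDP-star luminescence signal; Compound dosing: 20 µM single dose; Incubation: 30 min reaction at room temperature.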
FLuc inhib CS – Photinus pyralis luciferase inhibition counter-screen. ATPLite firefly luciferase biochemical luminescence, 10 min. inhibition, % at 10 µM. 1.5% of 200,000 active;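 active = inhibition above about 50% when tested at 10 µM, limit read from the data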
TNAP act hi DEA – TNAP (human) activation, high acceptor | activation factor at 20 µM | 200,000 tested, under 10 active | purified TNAP, CDP-star luminescence, 1 M DEA, 30 min; hits give high values; 0 = EDTA background, 1 = DMSO-only activity;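 active = activation factor at least 2 at 20 µM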
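system = human TNAP | amount = enzyme diluted 1/800 final | reagent = 100 µM CDP-star substrate | signal = luminescent substrate turnover signal | dosing = one dose, 20 µM | benchmarks = EDTA negative control, DMSO positive control | measure = activation factor | timing = 30 min reaction, room temperature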
* marks the source's active call; other numbers are inactive results; nt = no result given.

SMILES | TNAP inh no acc | APP 5UTR inh | TNAP inh hi DEA | RAM inhibit | bIAP activator | L major viab | FLuc stim CS | bIAP inhibitor | FLuc inhib CS | TNAP act hi DEA
CCNc1nc(NCC)n2c(SCC(=O)NC34CC5CC(CC(C5)C3)C4)nnc2n1 | -15 | -4 | -3 | -0.6 | 0.8 | -3 | 1 | 22 | -4 | 1
CCOc1ccc(-n2nnnc2SCC(=O)NNC(=O)c2ccco2)cc1 | -114 | 2 | -6 | 1.2 | 1.3 | -2 | 1 | -32 | 0 | 1.1
CN(C(=O)c1ccc(S(=O)(=O)N2CCCC2)cc1)C1CCCCC1 | -7 | -11 | 1 | 0.1 | 0.9 | -1 | 1 | 8 | -4 | 1
Cc1ccc(-c2noc(CNCCCN(C)C)n2)cc1 | -3 | 1 | -4 | 0.1 | 1 | -3 | 1.1 | 2 | -11 | 1
COc1ccc2[nH]c(=O)c(CN(C(C)=O)C3CCCCC3)cc2c1 | 4 | -14 | -4 | 2.2 | 1 | -1 | 1.1 | -4 | -7 | 1
COCCNS(=O)(=O)c1ccc(F)c(OC)c1 | -5 | 13 | -5 | 0.9 | 0.8 | -3 | 1.1 | 16 | -6 | 1
CC(C)Cn1c(-c2ccco2)n[nH]c1=S | 20 | -18 | -3 | -0.3 | 0.9 | -8 | 1.1 | 15 | -5 | 1
Clc1ccc(N=c2ssnc2Cl)cc1 | -16 | -2 | -3 | -1.5 | 0.9 | -7 | 1 | 7 | -2 | 1
CCOc1ccc2ccccc2c1/C=N/NC(=O)CNC(=O)Cc1ccccc1 | -4 | 0 | 1 | 1.4 | 0.8 | -3 | 1 | 16 | -1 | 1
C=CCn1c2ccccc2c2nnc(SCN3C(=O)c4ccccc4C3=O)nc21 | 0 | 5 | 0 | 2.9 | 1 | -7 | 1.1 | 3 | -6 | 1
O=c1c2ccccc2ncn1C1CCCCC1 | -7 | -4 | -2 | -0.6 | 1 | 2 | 1 | 2 | -3 | 1
CCc1nnc(NC(=O)NC(C)(C)C)s1 | -13 | 2 | -4 | 0.6 | 0.9 | -6 | 1 | 9 | 2 | 1
OC(CCCN1CCCCC1)(c1ccccc1)c1ccccc1 | -11 | 1 | -3 | 1.1 | 0.9 | 9 | 1 | 13 | -5 | 1
COc1ccccc1C(=O)N(NC(=O)Oc1ccccc1)C(C)(C)C | -5 | -7 | -4 | 0.1 | 1 | 3 | 1.1 | 4 | -9 | 1
CC(C)Cc1ccc(C(C)C(=O)OCC(=O)c2c[nH]c3ccccc23)cc1 (stereo not given) | -12 | 7 | 0 | 10* | 0.8 | 9 | 1 | 18 | -4 | 1
O=C(CSCc1c[nH]c(=O)[nH]c1=O)OCC(=O)c1ccc(Br)cc1 | -3 | -3 | -4 | 1.9 | 1 | -8 | 1 | 1 | -2 | 1
Cc1ccc(CC(=O)Nc2cccc(C)n2)cc1 | 0 | -58 | 0 | 2.6 | 0.9 | -6 | 0.9 | 7 | 6 | 1
C=CCN1C(=O)CSC1=Nc1cccc(O)c1 | -12 | 20 | -2 | 0.2 | 0.9 | 2 | 1.1 | 9 | -7 | 1
CCOc1ccc(S(=O)(=O)Nc2cc(OC)c(OC)cc2C(=O)O)cc1 | -14 | 6 | -6 | 0.9 | 0.9 | -7 | 1.1 | 11 | -5 | 1.1
CSc1ccc(C2c3[nH]c4ccccc4c3CCN2C(=O)c2ccnn2C)cc1 (stereo not given) | -17 | -71 | -6 | 3.9 | 1.2 | 27 | 1 | -21 | 2 | 1.1
CCOC(=O)C(C)Sc1cc(CS(=O)(=O)c2ccccc2)nc(-c2ccccc2)n1 (stereo not given) | -8 | -23 | -3 | 12* | 0.9 | 21 | 1 | 8 | -4 | 1
c1ccc(Cn2nnc3c(NCCN4CCOCC4)ncnc32)cc1 | -7 | -7 | -2 | -0.5 | 1.1 | 6 | 1 | -10 | -4 | 1
COC(=O)Nc1ccc(S(=O)(=O)NCCCCCC(=O)O)cc1 | -8 | 0 | -7 | 2.5 | 1 | -8 | 1.1 | 1 | -7 | 1.1
CCOC(=O)N1CCC(NC(=O)c2ccc3c(c2)sc2nc(-c4ccc(OC)cc4)cn23)CC1 | -4 | -1 | 0 | 2.2 | 1 | 0 | 1 | 4 | 0 | 1
O=S(=O)(NN=C1CCCCC1)c1ccccc1 | -1 | 8 | 1 | 0.9 | 0.9 | -9 | 1 | 6 | -4 | 1

One compound at a time, from the list above. Values in the order: TNAP inh no acc | APP 5UTR inh | TNAP inh hi DEA | RAM inhibit | bIAP activator | L major viab | FLuc stim CS | bIAP inhibitor | FLuc inhib CS | TNAP act hi DEA
`CC(C)Cn1c(-c2ccco2)n[nH]c1=S` in the list: 20 | -18 | -3 | -0.3 | 0.9 | -8 | 1.1 | 15 | -5 | 1
`Cc1ccc(CC(=O)Nc2cccc(C)n2)cc1` in the list: 0 | -58 | 0 | 2.6 | 0.9 | -6 | 0.9 | 7 | 6 | 1
`CCOC(=O)N1CCC(NC(=O)c2ccc3c(c2)sc2nc(-c4ccc(OC)cc4)cn23)CC1` in the list: -4 | -1 | 0 | 2.2 | 1 | 0 | 1 | 4 | 0 | 1
`CN(C(=O)c1ccc(S(=O)(=O)N2CCCC2)cc1)C1CCCCC1` in the list: -7 | -11 | 1 | 0.1 | 0.9 | -1 | 1 | 8 | -4 | 1

Going on with the list.
SMILES | TNAP inh no acc | APP 5UTR inh | TNAP inh hi DEA | RAM inhibit | bIAP activator | L major viab | FLuc stim CS | bIAP inhibitor | FLuc inhib CS | TNAP act hi DEA
CCOC(=O)CSC1=NC(=O)/C(=C/c2ccc(OC)cc2)S1 | -22 | -26 | 4 | 0.8 | 0.6 | 26 | 0.9 | 43 | 11 | 1
COc1ccc(C)cc1NC(=O)COC(=O)c1c(C)noc1C | -1 | -10 | -5 | 6.3 | 0.9 | -2 | 1.1 | 10 | -8 | 1.1
O=C1CC(c2ccc(F)cc2)Sc2nc(C34CC5CC(CC(C5)C3)C4)nn21 (stereo not given) | 86* | -26 | -4 | 1.0 | 0.9 | 1 | 1.1 | 13 | -8 | 1
CC(C)/C=N/NC(=O)c1ccc(Cl)cc1 | -2 | -7 | -1 | 1.4 | 1 | -8 | 1 | 3 | -4 | 1
CCNC(=O)CC1C(=O)N(C)C(=S)N1NC(=O)c1ccc(Cl)cc1 (stereo not given) | -12 | -10 | -1 | 0.0 | 0.9 | -1 | 1 | 9 | -2 | 1
O=C(CSc1nc2ccccc2[nH]1)Nc1ccc(F)c(F)c1 | -7 | 5 | -1 | 5.0 | 0.9 | 6 | 1 | 13 | -4 | 1
CCOC(=O)c1sc2nc(NC(=O)C3CCCCC3)sc2c1C | -13 | -6 | -4 | 2.1 | 0.9 | -3 | 1 | 13 | -2 | 1
O=C(c1ccc(Cn2c(=S)[nH]c3cc4c(cc3c2=O)OCO4)cc1)N1CCN(c2ccccc2)CC1 | -10 | 18 | 3 | 3.7 | 0.7 | 15 | 1 | 25 | 0 | 1
O=C1NN(c2ccccc2)C(=O)C2C3C=CC(C4CC34)C12 (stereo not given) | -14 | -4 | -6 | 1.1 | 1 | -5 | 1.1 | 0 | -6 | 1.1
COc1cc(/C=C(/NC(=O)c2ccccc2Cl)C(=O)O)cc(OC)c1OC | -10 | -4 | -2 | 1.4 | 1 | -3 | 1.1 | -4 | -9 | 1
CCOc1ccc(S(=O)(=O)N2CCN(C)CC2)c(C)c1C | -6 | 20 | 1 | 1.6 | 1 | -2 | 1 | -4 | -4 | 1
CC1=C(C(=O)OCCOc2ccccc2)C(c2ccsc2)NC(=O)N1C (stereo not given) | 4 | 8 | -3 | 0.1 | 0.9 | 15 | 1.1 | 10 | -5 | 1
O=c1[nH]c(=O)n(Cc2ccco2)c2c1C(C(F)(F)F)(C(F)(F)F)N=C(Cc1ccccc1)N2 | -6 | 0 | -1 | 2.9 | 0.9 | 10 | 1 | 5 | -2 | 1
Clc1ccc(CN2C3=NCCCN3c3ccccc32)cc1 | -6 | 8 | -2 | 1.1 | 1.1 | 100* | 1 | -11 | 2 | 1
COC(=O)c1nc2ccc(N3CCOCC3)cc2c(C)c1C(=O)OC | -16 | -57 | -1 | -0.4 | 1.4 | 3 | 0.1 | -42 | 87* | 1
COc1ccc(Cl)cc1NC(=O)Cn1c(=O)n2nc(C)nc2c2ccccc21 | -2 | nt | -2 | 0.1 | 1.1 | 16 | 1 | -6 | 0 | 1
O=C(COC(=O)c1ccccc1Nc1cccc(C(F)(F)F)c1)NCc1ccco1 | 0 | -4 | 1 | 6.0 | 1 | -3 | 1 | 1 | -4 | 1
Clc1ccc(CN(Cc2ccc(Cl)cc2)c2nn[nH]n2)cc1 | -6 | -2 | -2 | 3.3 | 0.9 | -7 | 1 | 7 | 2 | 1
O=C(COc1ccc([N+](=O)[O-])cc1)NNC(=S)NC(=O)c1ccc(Br)cc1 | -14 | -3 | 1 | 0.8 | 1.2 | -10 | 1 | -17 | 1 | 1
CC(C)(C)c1cc(CCC(=O)NNC(=S)NC(=O)c2ccccc2)cc(C(C)(C)C)c1O | -10 | 44 | -6 | 2.9 | 1 | 97* | 1.1 | 4 | -9 | 1.1
CCCCOc1cccc(C(=O)NC(=S)Nc2ccc(Cl)c(C(=O)O)c2)c1 | 7 | -5 | -2 | 4.7 | 0.9 | -10 | 1.1 | 8 | -5 | 1
Cc1cccc(S(=O)(=O)Nc2ccc(C)c3c2OC(C)(C)C3)c1 | -8 | 7 | -6 | 2.1 | 0.8 | 12 | 1 | 20 | 0 | 1.1
O=C(COC(=O)CCSc1ccc(Cl)cc1)Nc1ccc(F)cc1 | 7 | 9 | -7 | -1.6 | 0.7 | -7 | 1.1 | 31 | -5 | 1.1
O=C(CCn1cccc1)Nc1ccccc1F | -9 | 21 | 0 | -0.7 | 0.9 | -2 | 1 | 5 | -4 | 1
Cc1ccc(NS(=O)(=O)c2cc(C(=O)N3CCc4ccccc4C3)ccc2Cl)cc1 | -5 | -13 | -3 | 5.5 | 0.9 | 31 | 1.1 | 10 | -10 | 1

Next part.
SMILES | TNAP inh no acc | APP 5UTR inh | TNAP inh hi DEA | RAM inhibit | bIAP activator | L major viab | FLuc stim CS | bIAP inhibitor | FLuc inhib CS | TNAP act hi DEA
Cc1ccc(-n2c(C)cc(C(=O)Cn3nc(C(=O)O)c4ccccc4c3=O)c2C)cc1 | -12 | -3 | -3 | 4.6 | 0.9 | -2 | 0.8 | 11 | 25 | 1
O=C(CSC1=NCCS1)N1CCCC1 | 2 | -5 | -2 | 1.3 | 0.8 | -5 | 1.1 | 17 | -7 | 1
CCc1nnc(NS(=O)(=O)c2ccc(NC(=S)NC(=O)/C=C/c3ccccc3)cc2)s1 | -7 | 2 | -1 | 3.5 | 1 | -5 | 1 | -3 | -1 | 1
O=c1cc(CSc2n[nH]c(-c3ccncc3)n2)nc2sccn12 | 13 | 19 | -6 | 1.6 | 1.1 | -5 | 1.1 | -9 | -6 | 1.1
CCOC(=O)Cc1c(C)nc2c(-c3ccc(Cl)cc3)cnn2c1C | -11 | 5 | -6 | 6.3 | 1 | -3 | 1 | 0 | -1 | 1.1
O=C(NC1CCCC1)C(c1ccccc1)N(Cc1ccc2c(c1)OCO2)C(=O)Cc1cccs1 (stereo not given) | -11 | -8 | -6 | 4.2 | 0.9 | 82* | 1.1 | 8 | -10 | 1.1
COC(=O)C(C)Sc1nnc(-c2ccncc2)o1 (stereo not given) | -14 | -1 | -6 | 3.4 | 0.9 | -3 | 1.1 | 12 | -5 | 1.1
